HIV Rev-RRE inh – disrupts HIV-1 Rev binding to RRE RNA | P05866 | Rev peptide-RRE RNA binding, FRET | inhibition, % at 8 µM | 97,000 tested, 0.79% active | AID 704;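 active means inhibition above the screen-wide mean plus 3 SD, cut at about 35% in these data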;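 further: 0% = median DMSO wells and 100% = median Neomycin B control wells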
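Probe or stimulus: fluorescein-Rev peptide as binding partner; assay system: Cy5-tagged RRE RNA duplex with fluorescein-tagged Rev peptide; timing: 5 min compound–RNA preincubation, then 15 min with peptide, 25 °C; medium: HEPES pH 7.5 buffer with KCl, MgCl2, NaCl and EDTA; signal: fluorescein-to-Cy5 FRET, 480 nm excitation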
FAK blocker – blocks human focal adhesion kinase activity. inhibition, %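 (tested at 7 µM)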. biochemical FAK kinase activity assay. 97,000 tested, 0.84% active; in the data active means inhibition above about 19%;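 further: 0% = DMSO and 100% = reference compound high control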
Target sequence (Q05397 whole entry, looked up): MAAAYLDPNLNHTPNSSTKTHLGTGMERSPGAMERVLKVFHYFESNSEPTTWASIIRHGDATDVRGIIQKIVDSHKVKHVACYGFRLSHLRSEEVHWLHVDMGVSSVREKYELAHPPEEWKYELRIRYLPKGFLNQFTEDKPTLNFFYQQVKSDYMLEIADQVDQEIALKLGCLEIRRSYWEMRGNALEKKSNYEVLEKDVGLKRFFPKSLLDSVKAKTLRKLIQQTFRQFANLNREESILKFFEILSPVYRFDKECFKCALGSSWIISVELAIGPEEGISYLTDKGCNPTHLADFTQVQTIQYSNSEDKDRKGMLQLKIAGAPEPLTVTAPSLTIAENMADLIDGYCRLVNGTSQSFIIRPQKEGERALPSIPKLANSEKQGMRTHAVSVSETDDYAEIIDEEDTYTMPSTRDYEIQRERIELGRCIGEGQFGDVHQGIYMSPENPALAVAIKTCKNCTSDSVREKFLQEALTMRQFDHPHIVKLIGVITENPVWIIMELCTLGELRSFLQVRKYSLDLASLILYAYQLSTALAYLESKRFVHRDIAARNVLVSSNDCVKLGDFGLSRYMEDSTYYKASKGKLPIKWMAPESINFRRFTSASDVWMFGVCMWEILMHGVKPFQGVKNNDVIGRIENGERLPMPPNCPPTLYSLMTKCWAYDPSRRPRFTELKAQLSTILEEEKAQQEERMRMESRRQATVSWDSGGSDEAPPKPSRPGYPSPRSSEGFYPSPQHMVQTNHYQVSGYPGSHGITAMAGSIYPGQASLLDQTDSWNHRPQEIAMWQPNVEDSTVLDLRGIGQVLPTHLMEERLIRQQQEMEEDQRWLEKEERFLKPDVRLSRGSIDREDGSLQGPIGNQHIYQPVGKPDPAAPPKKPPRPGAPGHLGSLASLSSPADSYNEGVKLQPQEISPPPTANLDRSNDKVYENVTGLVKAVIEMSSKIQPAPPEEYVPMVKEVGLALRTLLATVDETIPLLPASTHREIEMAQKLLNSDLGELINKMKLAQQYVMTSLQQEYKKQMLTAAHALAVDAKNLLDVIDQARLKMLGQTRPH
PLK1 PBD inh – Plk1 (human) PBD binding inhibition. AID 693. P53350. 97,000 tested, 0.13% active. inhibition, %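 (tested at about 20 µM)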. Plk1 PBD phosphopeptide binding, fluorescence polarization; in the data active means inhibition above about 34%, passing the limit was not always enough
Mac1 fbg inh – inhibitors of human CD11b/CD18 binding to fibrinogen; P05107+P11215; K562 CD11b/CD18 adhesion to fibrinogen, ATPlite luminescence; Mn2+ added to activate the integrin; inhibition, % at 10 µM; 93,000 tested, 0.54% active; AID 1497;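 active means primary inhibition of 50% or more at 10 µM, then 40% or more on retest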; further: some results filed as inactive read as strong as hits
ERa SRC1 inh – ER-alpha (human) coactivator binding inhibition | P03372 | TR-FRET ER-alpha LBD / SRC-1 peptide, estradiol-bound | inhibition, % at 25.6 µM | 86,000 tested, 1.7% active; in the data active means inhibition above about 50%;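 further: 0% = receptor plus peptide control and 100% = peptide only without receptor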
ERb SRC1 inh – ER-beta (human) coactivator binding inhibition; Q92731; TR-FRET ER-beta LBD / SRC1-Cy5 peptide binding; receptor agonist-loaded with 1 µM estradiol; inhibition, % at 25.6 µM; 86,000 tested, 1.3% active;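 active means compounds whose percent inhibition of the receptor-coactivator binding signal exceeds about 50% in the single-dose screen, limit read from the data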;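 further: 0% = receptor plus peptide wells without compound and 100% = peptide-only wells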
ERa SRC1 pot – enhances coactivator binding to human estrogen receptor alpha; 86,000 tested, 1.3% active; P03372; TR-FRET ERalpha-LBD/SRC-Cy5 coactivator binding, 2 h; 100 = basal binding, no effect; coactivator binding (% of control), % at 25.6 µM; in the data active means activity above about 200%;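 further: binding measured in presence of low estradiol as agonist stimulus; 0% = peptide alone without receptor and 100% = receptor with peptide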
CD11b adhes enh – CD11b/CD18-fibrinogen binding enhancement | P05107+P11215 | K562 CD11b/CD18 adhesion to fibrinogen, ATPlite luminescence | activation, % at 10 µM | 93,000 tested, 0.07% active | AID 1499;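 active means 10 µM primary screen giving 50% or more activity, confirmed by 40% or more on retest at that dose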; further: strong numbers were not always called active; reference of the scale not given here
PLK1 inh – blocks human PLK1 kinase activity; P53350; recombinant PLK1 kinase, TR-FRET peptide phosphorylation; inhibition, % at 10 µM; 97,000 tested, 0.53% active; AID 619;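 active means inhibition of 50% or more in the single-concentration screen; inactive means inhibition below 50%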;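 further: 0% = DMSO max control and 100% = H-89 dihydrochloride min control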
Numbers without * were called inactive; · = no result given; [ ] = dose if it differs, or a comment.

Start of the listing, in advance (3 entries):
SMILES	HIV Rev-RRE inh	FAK blocker	PLK1 PBD inh	Mac1 fbg inh	ERa SRC1 inh	ERb SRC1 inh	ERa SRC1 pot	CD11b adhes enh	PLK1 inh
O=S(=O)(Cc1cc(Sc2ccccc2)nc(-c2ccccc2)n1)c1ccccc1	10	2	23	14	0	1	102	-2	-9
CN(C)CCN1C(=O)C(O)=C(C(=O)c2cc3ccccc3o2)C1c1ccc(N(C)C)cc1 (stereo not drawn)	25	-1	-4	-5	9	-2	95	3	-6
CCOC(=O)C1=C(N)Oc2c(oc(CO)cc2=O)C1c1c(F)cccc1Cl (stereo not drawn)	8	6	22	0	4[fluorescence artefact?]	9[fluorescence artefact?]	71[fluorescence artefact?]	-2	-5

The listing, previewed entries included:
SMILES	HIV Rev-RRE inh	FAK blocker	PLK1 PBD inh	Mac1 fbg inh	ERa SRC1 inh	ERb SRC1 inh	ERa SRC1 pot	CD11b adhes enh	PLK1 inh
O=S(=O)(Cc1cc(Sc2ccccc2)nc(-c2ccccc2)n1)c1ccccc1	10	2	23	14	0	1	102	-2	-9
CN(C)CCN1C(=O)C(O)=C(C(=O)c2cc3ccccc3o2)C1c1ccc(N(C)C)cc1 (stereo not drawn)	25	-1	-4	-5	9	-2	95	3	-6
CCOC(=O)C1=C(N)Oc2c(oc(CO)cc2=O)C1c1c(F)cccc1Cl (stereo not drawn)	8	6	22	0	4[fluorescence artefact?]	9[fluorescence artefact?]	71[fluorescence artefact?]	-2	-5
O=C(CN1CCN(c2ncc(C(F)(F)F)cc2Cl)CC1)NCCNc1ncc(C(F)(F)F)cc1Cl	8	0	-9	10	37	28	78[fluorescence artefact?]	7	9
CN(C)S(=O)(=O)c1ccc(C(=O)N2CCCC2c2nc3ccccc3s2)cc1 (stereo not drawn)	6	6	-20	·	4	-9[fluorescence artefact?]	92	·	-13
CCOC(=O)C(C)Oc1ccc(C2NC(=O)NC(C)=C2C(=O)Nc2ccccc2C)cc1 (stereo not drawn)	6	1	-13	-9	12	28[fluorescence artefact?]	102	2	-13
Nc1nc(N2CCN(C/C=C/c3ccccc3)CC2)nc2ccccc12	2	-2	-20	-9	5	1	100	0	16
CC(=O)N1CCN(CCN=CC2=C(O)CC(c3ccc(Cl)cc3)CC2=O)CC1 (stereo not drawn)	6	-1	-18	10	-4	-11	87	-2	-11
CCOc1cc(C(=O)N2CCN(c3ccccc3)CC2)cc(OCC)c1OCC	4	4	-20	4	-6	-11	117	3	-1
COC(=O)c1[nH]c2ccc(C)cc2c1NS(=O)(=O)c1ccc(F)c(C)c1	17	10	-9	-3	-8	-12	115	8	-9
CC(C)OC(=O)c1cccc(C(=O)Oc2ccccc2)n1	0	-6	-2	·	-5	-8	100	·	-7
COc1cc(/C=C(\C#N)c2nc3c(s2)CC(C)CC3)ccc1O (stereo not drawn)	66*	-1	-198	·	-13[fluorescence artefact?]	-6	69[fluorescence artefact?]	·	1
COc1ccc(C(=O)Nc2ccc(S(=O)(=O)Nc3onc(C)c3C)cc2)cc1OC	2	-3	-10	18	-8	-5	102	-4	-5
COCc1cc(C(C)=O)ccc1OC	4	-1	-9	4	-11	-9	115	-2	-17
CC1CCCCC1N1CCN(C(=O)c2cccc(F)c2)CC1 (stereo not drawn)	-5	-3	-10	23	8	3[fluorescence artefact?]	111	-5	-5
O=S(=O)(NC1CCCCC1NCc1ccco1)c1ccc(Cl)cc1 (stereo not drawn)	6	-1	0	-6	·	·	·	-5	-3
Cc1ccc2nc(NCCCO)nc(-c3ccccc3)c2c1	3	-1	-13	-29	3	-2	98	0	-10
O=C(CN(C(=O)Cn1nnc(-c2cccs2)n1)c1ccc2c(c1)OCCO2)NC1CCCCC1	7	6	-10	-7	-7	-14	107	3	-4
Cc1ccc(S(=O)(=O)NC2CCCc3ccccc32)cc1C (stereo not drawn)	16	-1	9	-41	4	9	91	-2	-2
CC1CCCN(S(=O)(=O)c2ccc(NC(=O)CN3CCN(C)CC3)cc2)C1 (stereo not drawn)	0	-3	-1	22	-10	-14	124	-5	-8

One compound at a time, from the list above:
`CCOc1cc(C(=O)N2CCN(c3ccccc3)CC2)cc(OCC)c1OCC` is listed as HIV Rev-RRE inh: 4; FAK blocker: 4; PLK1 PBD inh: -20; Mac1 fbg inh: 4; ERa SRC1 inh: -6; ERb SRC1 inh: -11; ERa SRC1 pot: 117; CD11b adhes enh: 3; PLK1 inh: -1
`CCOC(=O)C(C)Oc1ccc(C2NC(=O)NC(C)=C2C(=O)Nc2ccccc2C)cc1` (stereo not drawn) is listed as HIV Rev-RRE inh: 6; FAK blocker: 1; PLK1 PBD inh: -13; Mac1 fbg inh: -9; ERa SRC1 inh: 12; ERb SRC1 inh: 28[fluorescence artefact?]; ERa SRC1 pot: 102; CD11b adhes enh: 2; PLK1 inh: -13

The list continues.
SMILES	HIV Rev-RRE inh	FAK blocker	PLK1 PBD inh	Mac1 fbg inh	ERa SRC1 inh	ERb SRC1 inh	ERa SRC1 pot	CD11b adhes enh	PLK1 inh
COc1cc(C(=O)COC(=O)CNC(=O)C2CCCCC2)cc(OC)c1OC	11	1	-21	5	·	·	·	-3	-14
CCCc1nc2n[nH]c(N)c2c2c1CCC2	·	·	·	-22	-21	-4	96	0	·
COc1ccc(-c2nnc(SC(=O)N3c4ccccc4Sc4ccccc43)o2)cc1	·	·	·	1	-10	-2	93	-3	·
O=C(Nc1nccs1)c1ccc(COc2ccc(F)cc2)o1	-1	1	5	-17	·	·	·	-6	-11
COc1ccc(-c2nnc(-c3ccc(Br)o3)o2)cc1OC	8	-4	19	4	0	7	104	-4	-16
CCCc1cc(=O)n2[nH]cnc2n1	2	-7	-8	·	-3	0	121	·	-1
CC(C)C(O)(C#CCN1CCCC1)c1ccccc1 (stereo not drawn)	5	6	-12	2	-8	-6	103	5	-12
CC(=O)c1c(N2CCCCC2)nc(=S)n(-c2ccccc2)c1C	6	-3	10	-2	-5[fluorescence artefact?]	6	95	-1	7
Cc1nc2ccccn2c1C(=O)NCCCN1CCOCC1	7	-2	9	-5	2	-2	98	-4	-10
C/C(=C1/SC(N2CCOCC2)=NC1=O)c1ccc(Br)cc1	-2	5	-7	-1	-10	2	95	-2	-3
CC12CCC(C(=O)N(Cc3ccccc3)Cc3ccccc3)(OC1=O)C2(C)C (stereo not drawn)	2	2	5	6	1	5[fluorescence artefact?]	105	5	-2
CCOC(=O)N1CCC(NC(=O)CSc2cc(=O)n(C)c3ccccc23)CC1	0	-5	-4	8	·	·	·	-3	0
O=c1c(-c2nc3ccccc3o2)c2oc3ccccc3n2c2ccccc12	9	24*	-11	-33	·	·	·	120	-9
N/C(=N\OC(=O)C12CC3CC(CC(C3)C1)C2)c1cccnc1	6	1	10	13	·	·	·	6	-11
CCOC(=O)c1sc(NC(=O)c2noc3c2CCCC3)c(C(=O)OCC)c1C	7	-10	-17	·	·	·	·	·	-9
Cc1ccc(S(=O)(=O)NC(=NC(C)C(=O)O)c2ccccc2)cc1 (stereo not drawn)	4	-1	-4	-11	-1	-3	131	-2	-4
O=C(c1cc2ccccc2oc1=O)N1CCN(c2ccccn2)CC1	9	-3	-8	6	-3	-3	88[fluorescence artefact?]	-2	5
CCCCOC(=O)c1ccc(NC(=O)C(CCS(C)(=O)=O)NC(C)=O)cc1 (stereo not drawn)	5	2	9	14	17	-9	87	2	11
CCC(C)NC(=O)CN1C(=O)CC(C)(C)S(=O)(=O)c2ccccc21 (stereo not drawn)	4	-2	-22	-2	4	5	107	-3	0
CCOC(=O)C(CC)Sc1ncnc2nc[nH]c12 (stereo not drawn)	-2	-5	-7	·	6	1[fluorescence artefact?]	101	·	-4

4 of the compounds above, bar-delimited:
Molecule | HIV Rev-RRE inh | FAK blocker | PLK1 PBD inh | Mac1 fbg inh | ERa SRC1 inh | ERb SRC1 inh | ERa SRC1 pot | CD11b adhes enh | PLK1 inh
Cc1ccc(S(=O)(=O)NC(=NC(C)C(=O)O)c2ccccc2)cc1 (stereo not drawn) | 4 | -1 | -4 | -11 | -1 | -3 | 131 | -2 | -4
O=C(c1cc2ccccc2oc1=O)N1CCN(c2ccccn2)CC1 | 9 | -3 | -8 | 6 | -3 | -3 | 88[fluorescence artefact?] | -2 | 5
CCCCOC(=O)c1ccc(NC(=O)C(CCS(C)(=O)=O)NC(C)=O)cc1 (stereo not drawn) | 5 | 2 | 9 | 14 | 17 | -9 | 87 | 2 | 11
CCC(C)NC(=O)CN1C(=O)CC(C)(C)S(=O)(=O)c2ccccc21 (stereo not drawn) | 4 | -2 | -22 | -2 | 4 | 5 | 107 | -3 | 0

(listing goes on)
SMILES	HIV Rev-RRE inh	FAK blocker	PLK1 PBD inh	Mac1 fbg inh	ERa SRC1 inh	ERb SRC1 inh	ERa SRC1 pot	CD11b adhes enh	PLK1 inh
Cc1ccc(C(=O)NC2CCS(=O)(=O)C2)cc1S(=O)(=O)N1CCOCC1 (stereo not drawn)	5	-1	0	30	0	2	92	0	-7
CCOC(=O)c1c(C)n(C)c2ccc(O)c(CN3CCN(C)CC3)c12	12	-1	9	-5	-10	-14	108	2	0
COc1cccc2cc(C(=O)N3CCN(C(=O)c4ccccc4)CC3)c(=O)oc12	0	0	8	·	-3	-4[fluorescence artefact?]	97	·	-15
Brc1cccc(-c2nnc(SCc3nc4ccccc4[nH]3)o2)c1	9	-2	9	0	5	3	138	0	-9
CCC(C)n1c(C)nc2c(c1=O)c1nc3ccccc3nc1n2CCC1=CCCCC1 (stereo not drawn)	12	-1	-7	-6	3	6	111[fluorescence artefact?]	-6	0
COc1ccc(-c2cc(C(=O)N3CCc4ccccc4C3)no2)cc1OC	8	0	7	-22	-4	2	118	3	-1

Taken from above.
HIV Rev-RRE inh with Cc1ccc(S(=O)(=O)NC(=NC(C)C(=O)O)c2ccccc2)cc1 (stereo not drawn) reads 4
CD11b adhes enh with COCc1cc(C(C)=O)ccc1OC reads -2
FAK blocker with CC(C)C(O)(C#CCN1CCCC1)c1ccccc1 (stereo not drawn) reads 6
FAK blocker with O=C(CN1CCN(c2ncc(C(F)(F)F)cc2Cl)CC1)NCCNc1ncc(C(F)(F)F)cc1Cl reads 0
